NR5A2 inv ag: inverse agonists of human LRH-1 (NR5A2). inhibition, % at 3.6 µM. HEK293T StAR-luciferase reporter, LRH-1 transfected, 24 h. 360,000 tested, 0.13% active. O00482;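 active = inhibition above the mean inhibition of all tested compounds plus 3 SD, cut at about 73% in these data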;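 note: 0% = DMSO wells and 100% = reporter-only cells lacking LRH-1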
Target sequence (O00482 whole entry, looked up): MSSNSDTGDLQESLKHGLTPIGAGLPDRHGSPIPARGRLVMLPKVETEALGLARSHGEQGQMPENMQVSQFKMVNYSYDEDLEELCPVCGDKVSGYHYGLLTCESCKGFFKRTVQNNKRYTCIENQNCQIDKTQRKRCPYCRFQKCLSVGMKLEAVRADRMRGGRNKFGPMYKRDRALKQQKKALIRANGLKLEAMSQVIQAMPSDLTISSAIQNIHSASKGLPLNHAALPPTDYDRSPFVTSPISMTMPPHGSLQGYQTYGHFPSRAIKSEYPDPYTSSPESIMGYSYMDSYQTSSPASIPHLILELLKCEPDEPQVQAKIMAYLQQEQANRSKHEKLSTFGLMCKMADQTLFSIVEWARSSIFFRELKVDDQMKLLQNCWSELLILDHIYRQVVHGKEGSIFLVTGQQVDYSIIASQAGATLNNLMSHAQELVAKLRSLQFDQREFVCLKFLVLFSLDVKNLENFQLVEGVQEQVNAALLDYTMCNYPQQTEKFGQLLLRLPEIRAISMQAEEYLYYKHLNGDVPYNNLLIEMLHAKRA
NCOA3 inh: human NCOA3 inhibition | Q9Y6Q9 | HEK293 GAL4-SRC3 luciferase reporter, luminescence | inhibition, % at 3.6 µM | 360,000 tested, 0.17% active;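 active = inhibition above a per-campaign cutoff, the mean of all compounds plus 3 SD, cut at about 60% in these data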;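 note: 0% = DMSO-treated cells and 100% = gossypol-treated cells at 36 µM; higher means less SRC3-driven luciferase light from the GAL4 reporter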
TROY signal inh: inhibitors of TROY-dependent NF-kB signaling. Q293 LMP1-TROYcd NF-kB luciferase reporter, 4 h. AID 1347056. inhibition, % at 10 µM. 360,000 tested, 0.98% active;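 active = compounds whose plate-normalised and pattern-corrected inhibition of the luciferase reporter signal at the single screening dose is 50% or more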
NCOA2 inhibitor: inhibits human steroid receptor coactivator 2; HEK293 GAL4-SRC2 luciferase reporter, luminescence; inhibition, % at 9 µM; 370,000 tested, 0.17% active; AID 651957;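 active = inhibition above the mean inhibition of all tested compounds plus 3 SD, set per campaign, cut at about 52% in these data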;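 note: 0% = DMSO treated cells and 100% = cells given Gossypol at 36 µM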
TLR9-MyD88 inh: inhibitors of human TLR9-MyD88 binding. CHO BLA complementation TLR9-MyD88, CCF4 FRET ratio. inhibition, % at 4.98 µM. 340,000 tested, 0.21% active. AID 504734;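 active = inhibition above the mean over all tested compounds plus 3 SD, cut at about 21% in these data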;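 note: 0% = DMSO only wells and 100% = clavulanate BLA inhibitor control wells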
Vif imaging: HIV Vif inhibition; inhibition, % at 7.49 µM; 340,000 tested, 0.35% active; HEK293T cells, Vif self-association by quenched fluorescence, imaging, 24 h; in the data active = inhibition above about 50%, passing the limit was not always enough; note: some results filed as inactive read as strong as hits
COUP-TFII inh: inhibitors of human COUP-TFII (NR2F2). P24468. HEK293T NGFI-A luciferase reporter, luminescence. inhibition, % at 8.6 µM. 370,000 tested, 0.7% active;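 active = inhibition above a per-plate cutoff, mean inhibition of test wells between control levels plus 3 SD, cut at about 38% in these data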;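 note: cells cotransfected with COUP-TFII expression vector driving the NGFI-A reporter; 0% = median of COUP-TF2 test wells and 100% = reporter-only cells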
NCOA1 inh: inhibitors of human steroid receptor coactivator 1 (SRC1) | Q15788 | HEK293 GAL4-SRC1 luciferase reporter, luminescence | inhibition, % at 3.6 µM | 360,000 tested, 0.12% active;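 active = inhibition above the campaign mean plus 3 SD, with each screening campaign given its own cutoff, cut at about 60% in these data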;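 note: 0% = DMSO treated cells and 100% = gossypol at 36 µM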
TRAIL sens C8: sensitizes caspase-8 expressing cells to TRAIL; inhibition (viability loss, TRAIL sensitization), % at 10 µM; 360,000 tested, 1% active; NB7+C8 cells + TRAIL, ATPlite viability luminescence; AID 624354;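 active = compounds causing at least 50% loss of cell viability in the single-dose screen, relative to plate controls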
LMP1 NFkB inh: inhibitors of Epstein-Barr LMP1-induced NF-kappaB reporter. 350,000 tested, 0.69% active. LMP1-induced NF-kappaB luciferase reporter cells, luminescence. inhibition, % at 12.5 µM; in the data active = inhibition above about 41%;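 note: 0% = neutral control wells and 100% = reference inhibitor control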
NOD2-RIPK2 inh: NOD2-RIPK2 protein interaction inhibition. AID 624267. 360,000 tested, 0.38% active. CHO BLA complementation NOD2-RIPK2, CCF4 ratio. inhibition, % at 4.98 µM; in the data active = inhibition above about 21%;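 note: 0% = vehicle only and 100% = reference blocker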
Target sequence (O43353 whole entry, looked up): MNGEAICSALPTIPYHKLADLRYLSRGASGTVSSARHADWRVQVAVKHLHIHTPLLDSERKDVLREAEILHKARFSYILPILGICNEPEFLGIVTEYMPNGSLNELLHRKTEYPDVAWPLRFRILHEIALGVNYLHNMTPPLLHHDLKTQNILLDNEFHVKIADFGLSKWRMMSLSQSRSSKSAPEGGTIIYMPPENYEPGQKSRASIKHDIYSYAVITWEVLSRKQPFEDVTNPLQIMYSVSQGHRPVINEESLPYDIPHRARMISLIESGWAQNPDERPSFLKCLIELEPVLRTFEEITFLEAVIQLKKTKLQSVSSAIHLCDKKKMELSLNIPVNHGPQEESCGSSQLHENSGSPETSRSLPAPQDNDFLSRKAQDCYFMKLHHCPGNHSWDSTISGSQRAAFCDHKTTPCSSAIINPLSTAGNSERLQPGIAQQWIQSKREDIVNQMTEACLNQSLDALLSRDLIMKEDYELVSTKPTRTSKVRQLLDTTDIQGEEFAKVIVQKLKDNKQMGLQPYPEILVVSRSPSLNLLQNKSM
* marks the source's active call; other numbers are inactive results; x = not tested or not shown. The list is partial. The share of hits here may be higher or lower than overall.

SMILES	NR5A2 inv ag	NCOA3 inh	TROY signal inh	NCOA2 inhibitor	TLR9-MyD88 inh	Vif imaging	COUP-TFII inh	NCOA1 inh	TRAIL sens C8	LMP1 NFkB inh	NOD2-RIPK2 inh
COc1ccc(C(=O)NCC(=O)OCC(=O)Nc2cc(OC)ccc2OC)cc1	-16	1	1	8	-4	4	-12	-3	-12	-6	2
Cc1ccn2c(NC3CCCCC3)c(-c3ccc(SC4CCCCC4)cc3)nc2c1	-3	x	-23	-20	x	x	-1	x	17	x	9
COc1ccc(NC(=O)CN2CCCC(C)C2)c([N+](=O)[O-])c1 (centres undefined)	-3	-10	-17	-10	-4	0	16	-22	-17	-3	1
O=S(=O)(Nc1ccc(NS(=O)(=O)c2ccccc2)c(Cl)c1)c1ccccc1	13	-10	23	-12	0	2	-2	3	6	10	-2
Cc1ccc(C)c(N2N=C(C(=O)OCc3nnc(-c4ccccc4)o3)CCC2=O)c1	-26	-5	-21	-30	-13	x	-13	8	-3	-1	-2
O=C(c1cnc2ccccc2n1)N1CCN(c2ccc(C(F)(F)F)cn2)CC1	-9	25	-22	5	-9	1	-3	16	3	-6	3
CCOC(=O)c1cc(-c2ccccc2)sc1NC(=O)CSc1nnc(N)s1	13	2	-10	3	2	-2	4	-3	-2	-9	2
COc1cccc(CN(C)CC(=O)Nc2ccccc2C(=O)NC2CC2)c1	1	6	0	4	3	-3	-10	-8	-5	-4	-5
CCN(CC(=O)Nc1cc(Cl)ccc1C)C(=O)CSCc1c(C)noc1C	2	10	-18	2	-10	-15	1	5	-6	-5	1
CC1CCC2(CC1)NC(=O)N(CC(=O)NCc1ccc(F)cc1)C2=O (centres undefined)	9	-9	-1	9	-1	-5	15	-2	9	-1	-7
CCOC(=O)NC(=O)COC(=O)CNC(=O)c1ccc(OCC)c(OCC)c1	6	12	14	-32	-6	-4	2	19	6	1	-17
Cc1ccc(NC(=O)N2CCCC2C(=O)NCc2cccs2)cc1 (centres undefined)	-4	9	-8	3	-3	x	1	3	-15	-3	-4
CNC(=O)C1CC(=O)N(CCCc2ccccc2)C(=Nc2ccccc2)S1 (centres undefined)	-4	8	-4	-26	-3	0	-2	-1	-10	9	-3
Cc1nnc(SCC(=O)NCc2ccccc2Cl)[nH]c1=O	0	6	10	10	3	3	10	5	-5	-18	4
CCCS(=O)(=O)c1c(S(=O)(=O)CCC)c2c(N)cccn2c1C(=O)c1ccc(OC)cc1	7	5	-2	-6	9	4	-3	-7	-1	1	-3
Cc1ccccc1C(=O)OCC(=O)N(C)c1c(N)n(Cc2ccccc2)c(=O)[nH]c1=O	7	8	-1	-14	-8	-4	21	0	21	-7	-8
O=C(CCCNS(=O)(=O)c1cccs1)N1CCN(c2ccc(F)cc2)CC1	7	-12	13	2	6	-6	10	8	8	-5	-13
Cc1cc(CNC(=O)COc2ccccc2)c2ccccc2n1	-37	-8	-5	4	-2	-3	-2	-16	6	4	-1
CCN1C(=O)N[C@H](c2ccc(Br)cc2)C(C(=O)OC)=C1C	-15	8	-17	-6	-6	-10	11	-11	-17	-14	-6
O=C(Cn1cc(S(=O)(=O)Cc2ccccc2)c2ccccc21)N1CCOCC1	5	3	-12	1	0	-4	14	11	-1	8	-5
COc1cc(C)ccc1OCCOCCOc1cccc2ccc(C)nc12	11	17	-7	25	3	-1	14	-24	3	8	-9
CSc1ncccc1C(=O)N(C)CC(=O)Nc1cccc(F)c1	3	7	2	-20	-4	1	19	-7	-15	-7	-4
Cc1cccc(C(C)C)c1NC(=O)COC(=O)c1cccc(S(=O)(=O)N2CCc3ccccc3C2)c1	-7	6	7	11	-1	10	0	-1	-15	-7	1
COc1ccccc1CNC(=O)C(C)n1cccc1C(=O)c1ccccc1 (centres undefined)	-14	11	-7	9	-10	-3	9	-10	-9	-6	-2
COc1ccc(C)cc1N(CC(=O)N1CCCCCC1)S(=O)(=O)c1ccccc1	1	0	-4	4	-9	14	6	-13	9	-1	0

Next part
SMILES	NR5A2 inv ag	NCOA3 inh	TROY signal inh	NCOA2 inhibitor	TLR9-MyD88 inh	Vif imaging	COUP-TFII inh	NCOA1 inh	TRAIL sens C8	LMP1 NFkB inh	NOD2-RIPK2 inh
COc1ccc(CC(=O)Nc2ccc(C(=O)NCC(C)C)cc2)cc1	9	11	-11	-15	6	6	4	8	7	5	-9
COc1ccc(/C=C\c2nc(=O)c3ccccc3o2)cc1	-117	-59	14	-54	2	9	-68	-91	61*	-10	-9
Cn1c(C(=O)NN)cc2cc(Oc3ccccc3)ccc21	-12	-8	8	-38	-5	2	4	3	26	0	-1
O=C(Nc1ccc(-n2cc(Cl)cn2)cc1)c1ccncc1	-24	-6	-11	-10	-6	-4	-1	-46	13	-5	2
Cc1cc(C)c2nc(SCC(=O)N3CC(=O)Nc4ccccc43)c(C#N)cc2c1	9	4	28	14	6	19	-29	0	-2	-5	-11
Cc1ccc(C)c2sc(NC(=O)c3ccc(N4CCCCC4)c([N+](=O)[O-])c3)nc12	-5	11	-7	-6	2	17	-7	-3	29	-1	-8
O=C(Nc1ccc([N+](=O)[O-])cc1)N1CCCCCC1	-25	-10	-25	-25	-7	13	-3	-11	12	-4	-6
Cc1cc(C)c(C(=O)OCC(=O)NCc2cccs2)c(C)c1	11	6	-18	-1	7	-2	4	-10	0	-23	6
COc1cccc(N(CC(=O)NC2CCCC2)C(=O)Cn2nnc(-c3ccc(C)cc3)n2)c1	-10	-6	13	9	-2	x	15	9	-7	5	-3
O=C(O)c1cc([N+](=O)[O-])cc([N+](=O)[O-])c1N1CCN(c2cccc(C(F)(F)F)c2)CC1	-32	-21	-2	-30	3	x	4	-25	-8	2	7
Nc1n[nH]c(N)c1N=Nc1ccccc1F	-26	-28	5	-17	4	15	5	-20	3	-3	2
COc1ccc2[nH]c3c(c2c1)CCN1C(=O)C(CC(=O)NCCN2CCOCC2)C[C@H](C(=O)N2CCOCC2)[C@@]31C (some centres undefined)	-2	0	8	-2	0	-4	-9	-40	-15	-13	-6
COc1cccc(Oc2nc(-c3ccccc3O)nc3ccccc23)c1	17	-26	9	31	-3	0	-5	6	7	-10	-1
CC(=O)c1ccc(OCCCC(=O)N2CCN(S(=O)(=O)c3cc(C)ccc3C)CC2)cc1	3	-1	-11	17	0	8	-1	5	5	3	-3
CCSc1nnc(-c2ccc(S(=O)(=O)N3CCOCC3)cc2)n1C	20	7	-4	-2	-2	-1	-2	-16	13	0	1
COc1ccc(-c2cc(C(=O)N3CCN(S(=O)(=O)c4ccc(C)cc4)CC3)[nH]n2)cc1	-16	0	1	7	-7	11	11	-7	-4	-16	-4
Cc1cc(NC(=O)CSc2nc3c(c(=O)n2-c2ccc(Cl)cc2)SCC3)no1	-10	9	-1	7	-11	-5	-14	-15	-2	6	-2
CC(C)Sc1nc2c(cnn2-c2ccc(F)cc2)c(=O)[nH]1	2	2	-3	-5	-5	-3	0	-45	-5	-1	-14
COc1ccc(C(=O)NC(=S)Nc2ccc(N3CCN(C(C)=O)CC3)cc2)cc1[N+](=O)[O-]	12	18	10	0	-4	-1	1	-1	-9	-1	-5
Cc1nn(CC(=O)Nc2ccc(C#N)cc2)c(C)c1[N+](=O)[O-]	-12	-5	-1	5	2	1	3	-7	-1	1	7
N#CCSC1=Nc2ccccc2C2=NC(CCC(=O)N3CCN(c4ccccc4)CC3)C(=O)N12 (centres undefined)	-1	-3	13	-4	-2	5	-4	-5	-4	-9	1
Cc1ccc(N2CC(C(=O)Oc3cccc(N4C(=O)CCC4=O)c3)CC2=O)cc1 (centres undefined)	-3	4	28	-7	-1	8	-2	-1	-2	6	4
Cc1ccc(C(=O)NCCNS(=O)(=O)c2ccccc2)cc1	8	1	1	0	3	7	1	-18	3	-7	5
Clc1ccc(-c2ccc(C=Nc3ccc(N4CCOCC4)cc3)o2)c(Cl)c1	15	2	0	6	-8	5	-1	6	-9	15	-4
CCCCOc1ccc(CONS(=O)(=O)c2ccc(NC(C)=O)cc2)cc1Cl	4	6	18	-10	10	2	11	-1	-10	1	4

Grouped by structure, those above with a CF3 group (2)
SMILES	NR5A2 inv ag	NCOA3 inh	TROY signal inh	NCOA2 inhibitor	TLR9-MyD88 inh	Vif imaging	COUP-TFII inh	NCOA1 inh	TRAIL sens C8	LMP1 NFkB inh	NOD2-RIPK2 inh
O=C(c1cnc2ccccc2n1)N1CCN(c2ccc(C(F)(F)F)cn2)CC1	-9	25	-22	5	-9	1	-3	16	3	-6	3
O=C(O)c1cc([N+](=O)[O-])cc([N+](=O)[O-])c1N1CCN(c2cccc(C(F)(F)F)c2)CC1	-32	-21	-2	-30	3	x	4	-25	-8	2	7

(list continues)
SMILES	NR5A2 inv ag	NCOA3 inh	TROY signal inh	NCOA2 inhibitor	TLR9-MyD88 inh	Vif imaging	COUP-TFII inh	NCOA1 inh	TRAIL sens C8	LMP1 NFkB inh	NOD2-RIPK2 inh
COc1cc(OC)cc(C(=O)NCC(=O)NCCN2C(=O)S/C(=C\c3ccc4c(c3)OCO4)C2=O)c1	6	26	-29	-10	-2	3	-4	-43	23	-2	5
COCC1CCN(C(=O)c2cc(COc3ccc(F)cc3Cl)on2)C1 (centres undefined)	-49	-56	-47	-22	-1	9	-12	-17	-3	-5	13
Cc1ccc(S(=O)(=O)Nc2ccc(C(=O)NC3CC3)cc2)cc1	4	-1	11	1	1	x	6	-3	0	14	6
CC(=O)c1cccc(Nc2cc(C)nc3ccc(C)cc23)c1	3	27	-33	-23	-9	-8	2	3	10	-10	6
CC(Oc1ccc(Cl)cc1C(N)=O)C(=O)N1CCc2ccccc21 (centres undefined)	1	-5	3	-6	4	2	7	-1	-2	1	5
CCOC(=O)C1(Cc2cccc(F)c2)CCN(C(=O)c2ccoc2C)CC1	-24	1	-1	-9	-10	-5	1	-25	0	7	2
COc1ccc(NCc2ccc3c(c2)OCO3)cc1Cl	15	-2	-22	-23	5	x	10	-14	-14	-27	-1
Cc1cc(C)cc(Oc2coc3c(CN(C)C)c(O)ccc3c2=O)c1	2	1	-6	9	-22	-3	3	-17	-5	2	-2
CCOC(=O)[C@]12CCC=C1N(Cc1ccco1)C(=O)[C@H](CC(=O)N1CCN(C(=O)C3CC3)CC1)C2	-8	x	-2	-18	x	x	-5	x	-6	x	-7
CC(=O)c1c(C(C)=O)c(C)n(C(c2ccccc2)c2ccccc2)c1C	9	26	-5	20	2	-2	5	15	-7	-7	-3
Cc1ccc2c(c1)CCCN2C(=O)c1ccoc1C	-6	3	-13	-27	-1	-7	1	-15	9	2	0
CCc1nc2c(OCc3ccccc3OC)cccn2c1N(C)C(=O)C(C)C	-1	-48	14	-1	x	0	3	-13	-11	x	0
N#Cc1c(NC(=O)COC(=O)c2nccnc2N)sc2c1CCCC2	-41	-10	-21	-5	-5	x	1	-6	-6	-4	4
CCOC(=O)/C(C(=Nc1ccccc1)Nc1ccccc1)=C(\C)O	-4	11	-12	12	-2	7	-3	9	3	-5	-14
O=C(COC(=O)c1cnccn1)NC1CCCc2ccccc21 (centres undefined)	-29	6	-22	-1	0	-3	-31	-12	-6	-1	-13
COc1ccc(N(C(=O)c2snc(C(N)=O)c2N)C(C(=O)NC2CCCC2)c2ccco2)cc1 (centres undefined)	-17	3	6	-30	-5	16	-8	-12	12	-6	2
CN(C(=O)CSc1nc2sc3c(c2c(=O)n1C)CCC3)C1CCS(=O)(=O)C1 (centres undefined)	5	13	19	5	-5	28	0	-22	0	1	9
COc1ccc(NC(=O)CS(=O)c2ccccc2Cl)cc1 (centres undefined)	-10	8	-13	-50	0	x	-4	-15	3	-8	0
